Runt-SMMHC FRET – inhibitors of RUNX1 Runt–CBFb-SMMHC binding, primary screen, biochemical, FRET, Cerulean-Runt, Venus-CBFb-SMMHC, uHTS; Runt-related transcription factor 1 (Homo sapiens) + Core-binding factor subunit beta …; Cerulean-Runt/Venus-CBFb-SMMHC FRET ratio 530/480, 1 h; inhibition, % at 20 µM; hit rate 0.74% among 220,000;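 active = mean inhibition across duplicate retests at 20 µM reaching about 50%, limit read from the data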;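 also: 0% = DMSO wells and 100% = wells with excess untagged CBFb-SMMHC; inhibitors lower the FRET ratio by blocking Runt binding to CBFb-SMMHC; some results filed as inactive read as strong as hits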
CHOP inh – inhibitors of CHOP promoter induction, primary screen, cell-based, unfolded protein response, luciferase reporter; inhibition, % at 10 µM; CHO-K1 CHOP-promoter luciferase, tunicamycin-induced, 15-18 h; hit rate 3.8% among 220,000;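 active = compounds that reduced the stress-induced luciferase reporter signal by more than about 70% of percent inhibition, limit read from the data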;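 also: 0% = tunicamycin plus vehicle and 100% = wells without tunicamycin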
TNF necrop inh – inhibitors of TNF-alpha triggered necroptosis, primary screen, cell-based, Jurkat FADD-/-, single concentration; hit rate 0.068% among 220,000; activation (protection from cell death), % at 10 µM; Jurkat FADD-/- TNF necroptosis rescue, ATP luminescence, 24 h; 0 = TNF only, 100 = no-TNF cells; AID 463075, 2010;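 active = activation, meaning protection from cell death, of at least 50% relative to plate controls; inactive = activation below 50%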;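 also: necroptosis triggered by 40 ng/mL TNF-alpha added together with compound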
TRPML3 ag – human TRPML3 channel agonists, primary screen, cell-based, HEK293 TRPML3-YFP, Fluo-8 calcium fluorescence, 3 µM | activation, % at 3 µM | AID 1448, 2008 | 100% = the carbachol control signal | hit rate 0.29% among 220,000;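 active = activation above its plate's cutoff, the mean activation of the plate's test wells plus 3 SD, cut at about 12% in these data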;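 also: 0% = DMSO only wells and 100% = carbachol wells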
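Material: TRPML3-YFP stable HEK293 cells | Dosing: One concentration, 3 µM nominal, 0.3% DMSO | Timing: 125 s total fluorescence read per well | Technique: Fluo-8 calcium dye fluorescence, ex 470-495, em 515-575 nm | Measure: Percent activation from peak-to-basal fluorescence ratio, scaled between DMSO and carbachol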
p47phox inh – p47phox/p22phox peptide binding inhibitors, primary screen, biochemical, uHTS, NADPH oxidase regulatory subunit; inhibition, % at 24.7 µM; fluorescence polarization, 2 h; Neutrophil cytosol factor 1 (Homo sapiens), P14598; hit rate 0.53% among 220,000;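 active = inhibition above about 30%, limit read from the data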;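 also: 0% = p47phox with labelled peptide and 100% = labelled peptide alone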
Target sequence (P14598 whole entry, looked up): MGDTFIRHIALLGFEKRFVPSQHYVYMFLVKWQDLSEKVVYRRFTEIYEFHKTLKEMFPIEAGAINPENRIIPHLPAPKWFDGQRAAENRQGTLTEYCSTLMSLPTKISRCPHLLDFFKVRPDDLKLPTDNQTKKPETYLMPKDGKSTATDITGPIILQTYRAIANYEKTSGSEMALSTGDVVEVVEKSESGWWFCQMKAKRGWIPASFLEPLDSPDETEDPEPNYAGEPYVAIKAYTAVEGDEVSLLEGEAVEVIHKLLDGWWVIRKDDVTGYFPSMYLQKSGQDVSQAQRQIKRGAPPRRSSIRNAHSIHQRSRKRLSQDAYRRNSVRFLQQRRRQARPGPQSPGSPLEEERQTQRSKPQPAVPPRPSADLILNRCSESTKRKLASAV
MDM2 E3 inh – MDM2-luciferase reporter signal enhancers, primary screen, MDM2 E3 ligase inhibitor project, cell-based, luminescence, 1536-well. E3 ubiquitin-protein ligase Mdm2 (Homo sapiens), Q00987. cell-based MDM2 ubiquitination luciferase reporter, 2 h; 0 = plate control, 100 = twice control, blank-subtracted. signal enhancement, % at 5 µM. hit rate 0.11% among 210,000. AID 1230, 2008;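 active = signal enhancement of 30% or more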;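 also: luminescence tracks abundance of the self-degrading MDM2-luciferase fusion protein; higher signal means inhibition of MDM2 E3 ligase activity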
Target sequence (Q00987 whole entry, looked up, the tested form may be a part): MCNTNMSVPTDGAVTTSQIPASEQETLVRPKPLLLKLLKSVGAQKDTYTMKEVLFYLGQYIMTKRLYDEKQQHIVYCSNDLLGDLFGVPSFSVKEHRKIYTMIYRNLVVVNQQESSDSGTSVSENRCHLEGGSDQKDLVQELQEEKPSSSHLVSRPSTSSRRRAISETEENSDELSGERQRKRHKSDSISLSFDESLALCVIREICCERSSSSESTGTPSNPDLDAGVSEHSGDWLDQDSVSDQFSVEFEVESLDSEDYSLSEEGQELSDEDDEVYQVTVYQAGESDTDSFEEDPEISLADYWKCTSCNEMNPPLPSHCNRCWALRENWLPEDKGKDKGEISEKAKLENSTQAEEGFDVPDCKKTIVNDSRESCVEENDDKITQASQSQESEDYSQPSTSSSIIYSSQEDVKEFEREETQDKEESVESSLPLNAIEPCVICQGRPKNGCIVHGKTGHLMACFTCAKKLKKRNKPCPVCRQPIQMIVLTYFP
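Buffer or medium: Cells held in DMEM | Assay system: Stable mammalian line carrying autodegrading MDM2–luciferase fusion reporter | Quantity: 2000 cells/well | Times: 4 h settle plus 2 h compound, 37 °C | Doses: One concentration, 5 µM, with 0.2% DMSO | Technique: Luminescence with SteadyLite reagent, 15 min at room temperature | Benchmarks: Plate controls and plate blanks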
EBV gp42 inh – Epstein-Barr virus gp42 inhibitors, primary screen, biochemical, uHTS, fluorescence polarization | Fluorescence polarization binding assay, mP read-out | AID 1085, 2008 | Glycoprotein 42 (Epstein-Barr virus (strain AG876)), Q1HVG2 | hit rate 0.42% among 220,000 | inhibition, % (tested at 21.74 µM); in the data active = inhibition above about 50%
zfTRPN1 agonist – zebrafish TRPN1 channel agonists, primary screen, cell-based, HEK293, calcium fluorescence. transient receptor potential cation channel N1 (TRPN1/NompC), Danio rerio. activation, % at 3 µM. HEK293 zebrafish TRPN1-YFP, Fluo-8 calcium fluorescence; 100% = response to 87 µM carbachol. hit rate 0.18% among 220,000. AID 1424, 2008;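 active = activation above its plate's cutoff, the mean activation of test wells on that plate plus 3 SD, cut at about 19% in these data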;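 also: 0% = DMSO alone and 100% = 87 µM carbachol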
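Material: zebrafish TRPN1-YFP in HEK293 cells. Doses: one dose of 3 µM, 0.3% DMSO. Incubation: dye 1 h 37 °C plus 30 min RT. Measured by: intracellular calcium fluorescence with Fluo-8.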
PPC-1+TRAIL kill – compounds killing PPC-1 cancer cells with TRAIL present, primary screen, TRAIL potentiator project, ATPLite luminescence, uHTS; hit rate 0.41% among 220,000; PPC-1 cells + TRAIL, ATPLite viability luminescence; AID 1443, 2008; cell killing (% activity), % at 4 µM;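 active = cell killing above 50% in the first pass at 4 µM, then a duplicate retest at 5 µM averaging 50% or more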;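 also: plate controls were cells with TRAIL plus DMSO for no effect and medium-only wells lacking cells for full effect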
Numbers without * were called inactive.

`CC(C)Cn1cc(C(=O)NCCCOC(C)C)c2c3ccccc3n(C)c2c1=O` gave Runt-SMMHC FRET -1, CHOP inh 2, TNF necrop inh -2.8, TRPML3 ag 1.0, p47phox inh -5, MDM2 E3 inh -26, EBV gp42 inh -3, zfTRPN1 agonist -0.4 and PPC-1+TRAIL kill 11.
`COc1ccc(-c2nc3cc(C)ccn3c2NCc2ccc3c(c2)OCO3)cc1` gave Runt-SMMHC FRET -2, CHOP inh 36, TNF necrop inh 2.5, TRPML3 ag -0.1, p47phox inh -9, MDM2 E3 inh -4, EBV gp42 inh 0, zfTRPN1 agonist -0.8 and PPC-1+TRAIL kill 12.
Screening CCCCn1c(N)c(Sc2ccc(Cl)cc2)c(=O)[nH]c1=O returned Runt-SMMHC FRET 3, CHOP inh 9, TNF necrop inh 0.9, TRPML3 ag 0.3, p47phox inh 0, MDM2 E3 inh 0, EBV gp42 inh -14, zfTRPN1 agonist -1.0 and PPC-1+TRAIL kill 1.
Screening CSc1sc(C(=O)N(C)C)cc1S(=O)(=O)C(C)C returned Runt-SMMHC FRET 0, CHOP inh 9, TNF necrop inh 2.0, TRPML3 ag 0.3, p47phox inh -6, MDM2 E3 inh -12, EBV gp42 inh -2, zfTRPN1 agonist 0.6 and PPC-1+TRAIL kill 20.
For CCOC(=O)c1sc2nc(CC(=O)OC)nc(N3CCN(c4ccc(OC)cc4)CC3)c2c1C the results were Runt-SMMHC FRET -6, CHOP inh 16, TNF necrop inh -0.2, TRPML3 ag -0.2, p47phox inh -8, MDM2 E3 inh -10, EBV gp42 inh -26, zfTRPN1 agonist 1.3 and PPC-1+TRAIL kill 8.
Screening C[C@@H](C[C@@H](O)[C@H](O)C(C)(C)O)[C@@H]1CC[C@]2(C)C3=CC[C@H]4C(C)(C)C(=O)CC[C@]4(C)[C@H]3CC[C@@]12C returned Runt-SMMHC FRET 1, CHOP inh 57, TNF necrop inh 2.0, TRPML3 ag 0.2, p47phox inh 9, EBV gp42 inh 11, zfTRPN1 agonist 1.2 and PPC-1+TRAIL kill 17.
Cc1cc2nnc(SCC(=O)Nc3cc(S(=O)(=O)N4CCOCC4)ccc3Cl)n2c2ccccc12 was read as Runt-SMMHC FRET 2, CHOP inh 16, TNF necrop inh 1.8, TRPML3 ag -0.3, p47phox inh -35, MDM2 E3 inh -16, EBV gp42 inh -22, zfTRPN1 agonist -0.9 and PPC-1+TRAIL kill 23.
COc1ccccc1/C=C/C(=O)Oc1cccc2cccnc12 was read as Runt-SMMHC FRET -1, CHOP inh -4, TNF necrop inh -5.6, TRPML3 ag 0.1, p47phox inh -8, MDM2 E3 inh -7, EBV gp42 inh -2, zfTRPN1 agonist -0.5 and PPC-1+TRAIL kill -6.
Cc1ccc(S(=O)(=O)NCC2CCC(C(=O)O)CC2)cc1 (configuration not stated) was read as Runt-SMMHC FRET 2, CHOP inh 4, TNF necrop inh -0.2, TRPML3 ag 0.4, p47phox inh -6, MDM2 E3 inh 4, EBV gp42 inh -5, zfTRPN1 agonist 0.8 and PPC-1+TRAIL kill 19.
For COc1ccc(NCc2nc3ccccc3n2CCOc2ccc(C)cc2)cc1 the results were Runt-SMMHC FRET 3, CHOP inh 58, TNF necrop inh -6.2, TRPML3 ag -0.5, p47phox inh -24, MDM2 E3 inh -34, EBV gp42 inh 9, zfTRPN1 agonist 0.8 and PPC-1+TRAIL kill 26.
Screening CN(C)c1ccc(/C=N/NC(=O)c2ccc3nc[nH]c3c2)cc1 returned Runt-SMMHC FRET -1, CHOP inh -11, TNF necrop inh -1.8, TRPML3 ag 0.5, p47phox inh 2, MDM2 E3 inh -5, EBV gp42 inh -9, zfTRPN1 agonist 0.7 and PPC-1+TRAIL kill 14.
`CCOC(=O)c1ccc(NC(=O)C2CCCN(S(=O)(=O)c3ccc(F)cc3)C2)cc1` (configuration not stated) gave Runt-SMMHC FRET 1, CHOP inh 68, TNF necrop inh -7.5, TRPML3 ag 1.5, p47phox inh -8, MDM2 E3 inh -7, EBV gp42 inh -12, zfTRPN1 agonist 4.1 and PPC-1+TRAIL kill 4.
`CCOc1ccc2ccccc2c1/C=N\NC(=O)OC` gave Runt-SMMHC FRET -1, CHOP inh 31, TNF necrop inh 1.8, TRPML3 ag 0.3, p47phox inh 3, MDM2 E3 inh -3, EBV gp42 inh -18, zfTRPN1 agonist 0.5 and PPC-1+TRAIL kill 22.
Screening Cc1nc2c(-c3ccc(F)cc3)c(C)nn2c(C)c1CCC(=O)N1CCN(c2ccccc2)CC1 returned Runt-SMMHC FRET -2, CHOP inh 42, TNF necrop inh 0.3, TRPML3 ag 1.2, p47phox inh -11, MDM2 E3 inh -12, EBV gp42 inh -2, zfTRPN1 agonist 1.5 and PPC-1+TRAIL kill -18.
For Cc1nc(-c2cccc(-c3noc(C)n3)c2)no1 the results were Runt-SMMHC FRET 4, CHOP inh 13, TNF necrop inh -0.2, TRPML3 ag -0.1, p47phox inh -4, MDM2 E3 inh 2, EBV gp42 inh -5, zfTRPN1 agonist 0.2 and PPC-1+TRAIL kill 10.
Screening C/C(=C\C(=O)c1ccc(Cl)cc1)Nc1ccc(N2CCOCC2)cc1 returned Runt-SMMHC FRET -1, CHOP inh 67, TNF necrop inh 1.7, TRPML3 ag 0.4, p47phox inh -9, MDM2 E3 inh 2, EBV gp42 inh 1, zfTRPN1 agonist -0.6 and PPC-1+TRAIL kill -7.
For Cc1cc(/C=C(\C#N)C(=O)Nc2ccccc2)c(C)n1-c1cccnc1 the results were Runt-SMMHC FRET 0, CHOP inh 3, TNF necrop inh 2.9, TRPML3 ag 1.2, p47phox inh -5, MDM2 E3 inh -7, EBV gp42 inh -11, zfTRPN1 agonist 0.9 and PPC-1+TRAIL kill 26.
For COc1ccc(C(=O)NC(=S)N2CCCCC2)cc1[N+](=O)[O-] the results were Runt-SMMHC FRET -2, CHOP inh 44, TNF necrop inh 0.8, TRPML3 ag 0.9, p47phox inh -5, MDM2 E3 inh -13, EBV gp42 inh -13, zfTRPN1 agonist -0.8 and PPC-1+TRAIL kill 11.
CCCc1cc(=O)[nH]c(SCC(=O)Nc2nonc2N)n1 was read as Runt-SMMHC FRET -1, CHOP inh 7, TNF necrop inh 0.0, TRPML3 ag -1.0, p47phox inh 6, MDM2 E3 inh -6, EBV gp42 inh 11, zfTRPN1 agonist 0.5 and PPC-1+TRAIL kill -3.
`CCOC(=O)N1CCN(c2cccc(C)c2C)CC1` gave Runt-SMMHC FRET 0, CHOP inh 33, TNF necrop inh -2.8, TRPML3 ag 0.3, p47phox inh -9, MDM2 E3 inh 1, EBV gp42 inh 2, zfTRPN1 agonist 0.0 and PPC-1+TRAIL kill 7.
CNC(=S)N/N=C/c1cc(C)n(-c2ccc(Cl)c(Cl)c2)c1C was read as Runt-SMMHC FRET -2, CHOP inh 68, TNF necrop inh -3.8, TRPML3 ag -0.1, p47phox inh -6, MDM2 E3 inh 3, EBV gp42 inh 1, zfTRPN1 agonist 0.7 and PPC-1+TRAIL kill 21.
Screening O=C(CCc1ccccc1)NNC(=O)c1ccc(NC(=O)c2ccccc2)cc1 returned Runt-SMMHC FRET 4, CHOP inh -17, TNF necrop inh 0.5, TRPML3 ag 0.9, p47phox inh 6, MDM2 E3 inh -9, EBV gp42 inh -3, zfTRPN1 agonist 0.0 and PPC-1+TRAIL kill 10.
Screening O=C(CSc1nnnn1-c1ccc(Cl)cc1)NC(=O)Nc1ccc2c(c1)OCCO2 returned Runt-SMMHC FRET 3, CHOP inh 100*, TNF necrop inh -0.5, TRPML3 ag 0.3, p47phox inh -49, MDM2 E3 inh -19, EBV gp42 inh -24, zfTRPN1 agonist -0.1 and PPC-1+TRAIL kill 20.
`O=C(CCSc1ccc(Cl)cc1)N1CCN(c2ccc(O)cc2)CC1` gave Runt-SMMHC FRET 2, CHOP inh 30, TNF necrop inh -16, TRPML3 ag 0.0, p47phox inh 1, MDM2 E3 inh -1, EBV gp42 inh -7, zfTRPN1 agonist 0.7 and PPC-1+TRAIL kill -24.
`O=C(Nn1cnc2ccccc2c1=O)c1ccc([N+](=O)[O-])cc1` gave Runt-SMMHC FRET 0, CHOP inh 35, TNF necrop inh 1.7, TRPML3 ag 1.2, p47phox inh 0, MDM2 E3 inh 0, EBV gp42 inh -7, zfTRPN1 agonist 0.0 and PPC-1+TRAIL kill 19.
For CCC(C)C(=O)Nc1nc(-c2ccc3c(c2)NC(=O)CO3)cs1 (configuration not stated) the results were Runt-SMMHC FRET 0, CHOP inh -19, TNF necrop inh 1.7, TRPML3 ag -0.2, p47phox inh -7, MDM2 E3 inh 7, EBV gp42 inh -7, zfTRPN1 agonist -1.7 and PPC-1+TRAIL kill 9.

Fetched by compound from the list above:
For COc1ccc(NCc2nc3ccccc3n2CCOc2ccc(C)cc2)cc1 the results were Runt-SMMHC FRET 3, CHOP inh 58, TNF necrop inh -6.2, TRPML3 ag -0.5, p47phox inh -24, MDM2 E3 inh -34, EBV gp42 inh 9, zfTRPN1 agonist 0.8 and PPC-1+TRAIL kill 26.
`O=C(CCSc1ccc(Cl)cc1)N1CCN(c2ccc(O)cc2)CC1` gave Runt-SMMHC FRET 2, CHOP inh 30, TNF necrop inh -16, TRPML3 ag 0.0, p47phox inh 1, MDM2 E3 inh -1, EBV gp42 inh -7, zfTRPN1 agonist 0.7 and PPC-1+TRAIL kill -24.
